Screening data as filed in PubChem.
N370S GC: inhibits or activates N370S mutant glucocerebrosidase | P04062 | N370S GC spleen homogenate, 4MU-glucoside fluorescence | Potency, µM (top dose mostly 59.4 µM), for inactives: at the highest dose activity change, negative = inhibition, most hits filed as inhibitors | 330,000 compounds, 0.092% hits;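 further: 0% = full enzyme activity and -100% = no enzyme basal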
TDP1 inh: blocks human tyrosyl-DNA phosphodiesterase 1. Q9NUW8. recombinant TDP1, AlphaScreen DNA substrate cleavage. Potency, µM (top dose mostly 130 µM), for the others: at the top dose activity change, negative = inhibition, most hits filed as inhibitors. 350,000 compounds, 0.28% hits; further: nearly all actives have a fitted effect of over 40% in size
Target sequence (Q9NUW8 whole entry, looked up): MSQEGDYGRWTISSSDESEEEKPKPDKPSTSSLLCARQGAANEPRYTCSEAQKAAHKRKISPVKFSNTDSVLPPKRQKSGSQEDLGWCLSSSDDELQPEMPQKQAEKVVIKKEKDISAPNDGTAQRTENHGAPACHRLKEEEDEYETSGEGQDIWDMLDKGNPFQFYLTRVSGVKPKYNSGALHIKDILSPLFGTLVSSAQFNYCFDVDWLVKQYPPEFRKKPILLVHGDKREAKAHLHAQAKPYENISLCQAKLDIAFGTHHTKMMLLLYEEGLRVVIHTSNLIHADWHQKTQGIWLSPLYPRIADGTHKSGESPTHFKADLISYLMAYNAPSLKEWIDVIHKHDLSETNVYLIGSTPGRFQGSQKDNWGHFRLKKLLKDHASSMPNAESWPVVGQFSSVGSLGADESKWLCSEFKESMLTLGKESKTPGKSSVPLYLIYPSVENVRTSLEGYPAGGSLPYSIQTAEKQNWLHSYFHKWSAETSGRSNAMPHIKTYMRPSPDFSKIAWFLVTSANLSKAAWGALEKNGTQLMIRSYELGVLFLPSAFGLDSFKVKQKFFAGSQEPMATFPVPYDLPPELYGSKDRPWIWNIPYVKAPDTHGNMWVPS
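E. coli-derived human Tdp1, 1 nM final. Cpd preinc 15 min RT; substrate 15 nM final, 5 min RT; AS bead mix 10 ug/ml final, 10 min RT. Signal loss = tyrosine-FITC cleavage. No-enzyme wells = max signal.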
TDP1 cell noCPT: qHTS for Inhibitors of human tyrosyl-DNA phosphodiesterase 1 (TDP1): qHTS in cells in absence of CPT; DT40 Tdp1-/- hTDP1 cells, no CPT, ATP luminescence, 48 h; Potency, µM (series often up to 46.2 µM), for the others: at the highest dose activity change, negative = growth inhibition, usual class: inhibitors; 420,000 compounds, 15% hits; AID 686978, 2013; further: nearly all actives have a fitted effect of over 55% in size
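Luminescent ATP content (CellTiter-Glo) served as the growth readout. Knockout chicken DT40 cells expressing human TDP1 were exposed to compounds without camptothecin for a minimum 48 hr at 37 °C.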
* marks the source's active call; other numbers are inactive results; ? = inconclusive; · = no result given; [ ] = dose if it differs, or a comment. The call rests on the fitted dose curve; in most records, active means well fitted curve in the direction sought with a large enough effect; inconclusive means small, poorly fitted or top-dose-only effect, or another doubt; inactive means no such curve, though single readings can be large; an effect the other way counts as inactive or inconclusive. Unless noted, on the % scale 0 is the no-effect control and ±100 the full control effect; potency means the concentration at half of the fitted maximal effect.

nr	Structure	N370S GC	TDP1 cell noCPT	TDP1 inh
1	COc1cc(OC)c(NC(=O)COCc2cc(-c3cccs3)on2)cc1Cl	·	?	4%
2	O=C(CN1CCN(C(=O)CN2C(=O)NC3(CCCC3)C2=O)CC1)Nc1cccc(F)c1	·	0%	0%[56.1 µM]
3	Cc1ccc(C2CCN(C(=O)Nc3ccccc3)C2)cc1 (stereo not given)	8%	-27%	4%
4	COc1cc(/C=C/C(=O)OCC(=O)Nc2ccccc2Sc2ccc(Cl)cc2)ccc1O	14%	?	-4%
5	Cc1cc(NC(=O)c2ccccc2)cc(NC(=O)c2ccccc2)c1C	0%	-25%	·
6	COc1ccc(C)cc1NC(=O)C(NCC(O)c1ccccc1)c1ccccc1 (stereo not given)	-20%	?	·
7	Cc1ccc2[nH]c(=O)c(CC=C(Cl)Cl)c(C)c2c1	23%	-2%	5%
8	Cc1ccccc1Cn1ccc(-c2ccc3c(c2)OCO3)n1	15%	?	-6%
9	CCC1CCCCN1C(=O)Cn1c(=O)n(-c2ccc(Cl)c(Cl)c2)c(=O)c2c(C)c(C(=O)N(C)C)sc21 (stereo not given)	·	-16%	1%
10	O=C(c1ccco1)N1CCN(S(=O)(=O)c2c(Cl)cccc2Cl)CC1	-2%	-25%	·
11	Cc1ccccc1N(CC(=O)N/N=C/c1cc(Br)c(C)o1)S(C)(=O)=O	1%	?	8%
12	O=C(Nc1ccc2c(c1)OCO2)c1n[nH]c(=O)c2ccccc12	-12%	-1%	1%

Given with each value named: three of the compounds above
6. COc1ccc(C)cc1NC(=O)C(NCC(O)c1ccccc1)c1ccccc1 (stereo not given)
- N370S GC = -20%
- TDP1 cell noCPT = ?
- TDP1 inh = ·
5. Cc1cc(NC(=O)c2ccccc2)cc(NC(=O)c2ccccc2)c1C
- N370S GC = 0%
- TDP1 cell noCPT = -25%
- TDP1 inh = ·
10. O=C(c1ccco1)N1CCN(S(=O)(=O)c2c(Cl)cccc2Cl)CC1
- N370S GC = -2%
- TDP1 cell noCPT = -25%
- TDP1 inh = ·

Following part:
nr	Structure	N370S GC	TDP1 cell noCPT	TDP1 inh
13	CC(C)c1ccc(Nc2nnns2)cc1	10%	-23%	·
14	O=C1CCc2cc(NS(=O)(=O)c3ccc(Cl)cc3)cc3c2N1CC3	-15%	-19%	·
15	Cc1ccsc1S(=O)(=O)N1CCCC(CCC(=O)NCc2ccccc2F)C1 (stereo not given)	1%	?	4%
16	CCOC(=O)N1CCC(n2c(SCC(=O)N3CCCC3)nc3ccccc3c2=O)CC1	-13%	18µM*	8%
17	CC(C)c1nc(SCC(=O)NCc2ccccc2)n[nH]1	3%	18%	4%
18	Cc1cc(OCCN2CCCCC2)nc2ccccc12	3%	?	-2%
19	c1csc(-c2noc(CN3CCc4sccc4C3)n2)c1	-1%	-1%	3%
20	COc1ccc(C(=O)OCC(=O)Nc2nnc(-c3ccccc3)o2)cc1	-25%	-20%	2%
21	COc1ccc(/C=N/NC(=O)c2cccc(Br)c2)cc1CSc1ccccn1	7%	?	4%
22	CC(=O)NC(CC(=O)O)c1ccc(F)cc1 (stereo not given)	3%	-9%	2%
23	CCOP(=O)(OCC)c1ccccc1OCP(C)(=O)COc1ccccc1P(=O)(OCC)OCC	2%	20%	·
24	O=C(Nc1nc2ccsc2c(=O)s1)c1ccc(F)cc1	9%	-9%	·
25	Cc1ccc(NC(=O)CCCN2C(=O)COc3ccc(C)cc32)c(C)c1	·	12µM*	8%
26	Cc1ccc(Nc2cc(-c3ccccc3)nc3ncnn23)cc1	7%	?	·
27	CCOC(=O)c1ccc(NC(=O)c2cc3c(C)nn(-c4ccccc4Cl)c3s2)s1	2%	?	3%
28	CC(Sc1nnc(N)s1)C(=O)NC1CCCCC1C (stereo not given)	-3%	-6%	·
29	CCOC(=O)C1CCN(C(=O)c2ccc(CNS(=O)(=O)c3ccc(OC)cc3)cc2)CC1	-7%	-20%	0%
30	CC(=O)Nc1ccc(S(=O)(=O)Nc2cc(-c3ccccc3)nn2C)cc1	-4%	-1%	12%
31	Cc1cc2n(n1)CCC(=O)N2Cc1ccc(C(=O)Nc2ccc(F)cc2F)cc1	·	?	3%
32	COc1ccc(N2CCN(c3ccc4nnc(CCC(=O)Nc5ccc(C)cc5)n4n3)CC2)cc1	-4%	23µM*	·
33	Cc1cc(N2CCOCC2)nc2ccc(NC(=S)NCCN(C)C)cc12	-3%	-1%	·
34	Cc1nn(-c2ccccc2)c(C)c1NC(=O)COC(=O)CC(C)c1ccccc1 (stereo not given)	-8%	?	-8%[0.505 µM]
35	COc1ccc2cc3c(N)nn(C(=O)c4ccc(F)cc4Cl)c3nc2c1	·	8.2µM*	8%
36	COc1cc(/C=C/C(=O)O)ccc1OS(=O)(=O)c1c(C)cc(C)cc1C	·	1%	0%

Full records, looked up by structure. Order of screens: N370S GC, TDP1 cell noCPT, TDP1 inh
Profile of Cc1cc(N2CCOCC2)nc2ccc(NC(=S)NCCN(C)C)cc12 : -3%, -1%, ·
Profile of Cc1cc2n(n1)CCC(=O)N2Cc1ccc(C(=O)Nc2ccc(F)cc2F)cc1 : ·, ?, 3%

Later entries.
nr	Structure	N370S GC	TDP1 cell noCPT	TDP1 inh
37	C=CCc1ccccc1OCCSc1nc(-c2cccs2)nc2cc(=O)[nH]n12	·	?	-5%
38	COc1ccc(CN=C2NC(=O)CC(C(=O)Nc3cc(C)cc(C)c3)S2)cc1 (stereo not given)	-12%	6%	-3%
39	Cc1onc(-c2ccccc2Cl)c1C(=O)NNC(=O)c1nn(C)cc1Cl	17%	0%	-3%
40	COc1ccccc1N(CC(O)COc1ccc(C)cc1)S(=O)(=O)c1ccccc1 (stereo not given)	6%	?	-3%
41	Cc1cc2nnc(SCc3ccccc3)n2c(N)n1	7%	1%	4%
42	CCOc1ccc(NC(=O)C2C(C(=O)O)C3(Cl)C(Cl)=C(Cl)C2(Cl)C3(Cl)Cl)cc1 (stereo not given)	12%	4%	3%
43	COc1ccc(NC(=O)N2CCN(C(=O)C(Cc3ccc(F)cc3)NC(C)=O)CC2)cc1 (stereo not given)	-5%	2%	-1%
44	CCN1C(=O)/C(=C/N(C(C)=O)c2ccccc2)N(c2ccccc2)C1=S	-3%	?	7%
45	Cc1csc(NC(=O)CSc2nc(=O)n(CCCN(C)C)c3c2CCC3)n1	-3%	5%	·
46	Cc1ccc(-n2c(=O)c3c(cnn3C)n(CC(=O)Nc3c(C)cccc3C)c2=O)cc1	·	-10%	9%
47	COc1ccc(S(=O)(=O)N2CCN(CC(=O)N3c4ccccc4CC3C)CC2)cc1OC (stereo not given)	-1%	-6%	13%
48	CCN(CCCNC(=O)C1CCN(S(=O)(=O)N2CCC3(CC2)OCCO3)CC1)c1ccccc1	-3%	-12%	-3%
49	O=C(CNC(=O)c1cc(Cl)cc([N+](=O)[O-])c1)NC1CC1	·	14%	0%
50	O=C(NC(=S)Nc1cc([N+](=O)[O-])ccc1O)c1cccnc1	-7%	26µM*	6%
51	NC(=O)COC(=O)c1cccc2c1-c1ccccc1C2=O	4%	?	-4%
52	Cc1noc(C)c1C(=O)N1CCN(c2ncccn2)CC1	14%	-9%	1%
53	CC1=C(C(=O)OC2CCCCC2)C(c2ccc(N(C)C)cc2)NC(=O)N1 (stereo not given)	-7%	?	-4%
54	O=c1[nH]c(CSc2nnc(-c3cccnc3)n2C2CCCCC2)nc2ccccc12	-6%	?	2%
55	Cc1ccc(Nc2nnc(SC(C)C(=O)Nc3c(C)n(C)n(-c4ccccc4)c3=O)s2)cc1 (stereo not given)	-3%	?	5%
56	COc1ccc(CN2C(=O)c3cccnc3C2Nc2cc(Cl)ccc2OC)cc1 (stereo not given)	9%	-6%	·
57	COC(=O)c1cc(Br)c(=O)n(Cc2ccc(C(=O)O)cc2)c1	3%	7%	5%
58	COc1cccc(NC(=S)N(CCc2c(C)[nH]c3ccccc23)Cc2ccco2)c1	21%	?	7%
59	CC(C)CNC(=O)COc1ccccc1[N+](=O)[O-]	?	-17%	8%
60	CCOc1ccc(CCNc2nc3ccccc3n3c(C)nnc23)cc1OCC	-3%	?	5%
61	Oc1cccc(/C=N/NC(=S)Nc2cccnc2)c1O	0%	4.6µM*	0%
62	Cc1ccc2c(CC(=O)NCC3(N4CCOCC4)CCCCC3)coc2c1C	·	?	1%
63	O=C(CSc1nnc(CNC(=O)c2c(F)cccc2F)o1)NCc1ccc(F)cc1	-1%	6%	7%
64	NNC(=O)CNC(=O)CNS(=O)(=O)c1ccccc1	6%	-6%	5%
65	CC(=O)N1CCc2cc(S(=O)(=O)CCC(=O)Nc3ccc4c(c3)OCCO4)ccc21	·	-9%	-1%
66	COc1ccc(-c2[nH]ncc2C(=O)NCc2ccccc2C)cc1	·	-12%	1%
67	O=C(/C=C/c1ccccc1)N1CCN(c2cccc(Cl)n2)CC1	-1%	-20%	7%
68	CCOc1ccc(NC(=O)C2CC(=O)N(c3ccc4c(c3)OCCO4)C2)cc1OCC (stereo not given)	-3%	-2%	·
69	Cc1ccc(S(=O)(=O)n2nc(-c3ccco3)nc2SCc2ccccc2)cc1	5%	?	4%
70	CC(=O)C1=C(c2ccc(Br)cc2)C(=O)c2ccccc2C1=O	3%	1.5µM*	13%
71	CCCCc1cc(=O)oc2c(C)c(OCC(=O)N3C[C@H]4C[C@@H](C3)c3cccc(=O)n3C4)ccc12	8%	-20%	·
72	O=C(c1ccccc1)n1nc(-c2ccccc2)nc1NCc1ccco1	8%	-1%	4%
73	O=C(CN1CCCCC1)Nc1ccc(S(=O)(=O)NC2CCCCC2)cc1	-5%	?	1%
74	CCc1ccc2c(CN3CCN(S(=O)(=O)c4ccccc4F)CC3)cc(=O)oc2c1	·	23µM*	1%
75	COc1cccc(CC(CC(=O)O)C(=O)Nc2cc(C)ccc2C)c1 (stereo not given)	-10%	-15%	3%
76	CNC(=O)COC(=O)c1cccnc1SC	-16%	-12%	-2%
77	CCn1c2ccc(CC(=O)O)cc2c2cc(CC(=O)O)ccc21	-9%	2%	-3%
78	COc1ccc(C)c2sc(NC(=O)c3ccc(S(=O)(=O)N4CCOCC4)cc3)nc12	·	?	0%
79	CN(C)C(=O)c1ccc(NC(=O)COc2ccc([N+](=O)[O-])cc2)cc1	2%	-22%	0%
80	Cc1cc(C)cc(NC(=O)Cc2csc(COc3cccc(C)c3)n2)c1	·	-20%	-3%
81	Cc1nn(CCO)c2ncc(C(=O)c3cc(F)ccc3O)cc12	1%	-2%	3%
82	Cc1c(C(=O)N2CCCCC2CCN2CCCC2=O)oc2c(F)cccc12 (stereo not given)	-17%	-26%	1%
83	CCCCNC(=O)c1sc2ncnc(N3CCc4ccccc4C3)c2c1C	-12%	8.2µM*	1%
84	Cc1cc(NC(=O)CSCCO)no1	-26%	0%	3%
85	CCOC(=O)c1ccc(-c2ccc(CO)o2)cc1	6%	0%	3%
86	Cc1cccc(N2CCN(C(=O)COc3cccc4c3OC(C)(C)C4)CC2)c1C	14%	?	3%
87	CCn1cc(C(=O)N2CCc3ccccc32)c(=O)c2cc(S(=O)(=O)N3CCOCC3)ccc21	10%	-5%	3%
88	Cc1ccc(-n2nc(C(=O)N(C)c3ccccc3Cl)c3c4ccccc4n(C)c3c2=O)cc1	·	13µM*	5%
89	COc1ccccc1C(=O)Nc1ccccc1OCc1cc(=O)n2ccccc2n1	·	?	3%
90	O=C(Nc1nnc(SCc2ccc(F)cc2)s1)c1ccccn1	27%	5.2µM*	8%
91	CCC(=O)N/C(N)=N/c1nc(C)c2cc(C)c(C)cc2n1	2%	?	3%
92	CC(=O)c1sc(NC(=O)c2c(F)cccc2F)nc1-c1ccccc1	-15%	-9%	-5%
93	Cc1cccc(NC(=O)c2nc[nH]c2C(=O)NCc2ccccc2)c1	·	?	2%
94	COCCn1c(=O)c(-c2ccc(OC)cc2)nc2cnc(Oc3cccc(Cl)c3)nc21	12%	-10%	·
95	O=C(NC1CCCC1)C1CCN(C(=O)c2ccc(Cl)cc2)CC1	1%	2%	7%
96	Cc1ccc(-c2c(C(=O)N/N=C/c3ccc(OC(C)C)cc3)nnn2-c2nonc2N)cc1	0%	?	5%

Continued.
nr	Structure	N370S GC	TDP1 cell noCPT	TDP1 inh
97	COC(=O)Cn1c(=O)c2c(nc3n2CCCN3CCc2ccc(OC)c(OC)c2)n(C)c1=O	7%	-8%	·
98	S=C(NCCN1CCOCC1)Nc1ccc(Br)cc1	-13%	-5%	1%
99	CC(C)[C@H](NC(=O)c1ccccc1)C(=O)OCC(=O)Nc1ccc(Cl)cc1C(F)(F)F	5%	-22%	3%
100	COc1ccc2[nH]cc(CCNc3nc(-c4ccccc4OC)nc4ccccc34)c2c1	?	?	·
101	O=C(NCCCN1CCCC1=O)C1CCN(S(=O)(=O)c2cc(C(F)(F)F)ccc2Cl)CC1	·	?	0%
102	O=C(NCc1ccccc1)c1ccc2c(c1)C(=O)N(Cc1ccncc1)C2=O	-17%	-21%	4%

These rows are one share of the data; rates above refer to the full screens.
